Source: PubChem (Sanford-Burnham Center for Chemical Genomics)
TAG inh: inhibitors of triacylglycerol accumulation, primary screen, cell-based, uHTS, fluorescence, H9c2 | H9c2 cells, Nile Red lipid (TAG) fluorescence; cells loaded with 200 µM oleic acid | inhibition, % at 12.5 µM | hit rate 0.66% among 230,000 | AID 651582, 2012;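 active means pattern-corrected inhibition of lipid staining of at least 50% with the nuclear-stain viability signal not falling by more than 50%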;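 further: 0% = DMSO wells and 100% = triacsin C control wells; some results filed as inactive read as strong as hits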
TAG inh DAPI viability: also measured in TAG inh; calls as there; DAPI nuclei signal change (viability), lower = more cytotoxic, %;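 whole-well DAPI fluorescence read on a plate reader as a viability signal; minus 50 percent equals half of cells still viable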
Starred values were filed as active, the others as inactive.

The line under a structure holds: TAG inh DAPI viability	TAG inh
> N#CCC(=O)N/N=C/c1ccc(OC2CSC2)cc1
  -6	0
> Cc1ccc(N2CCN(C(=O)C3CCN(S(=O)(=O)c4cccc5nsnc45)CC3)CC2C)cc1 (configuration not stated)
  -5	-4
> CCOC(=O)c1ccc(NC(=O)CSc2nnc(C3CC3)n2C)cc1
  -15	18
> CC(C)(C)CCN1CCC(CN2CCNC(=O)C2=O)CC1
  -7	-1
> Cc1cc([N+](=O)[O-])c(NC2CCCCC2)c([N+](=O)[O-])c1
  10	-7
> O=S1(=O)CCN2N=C(C34CC5CC(CC(C5)C3)C4)SC2=N1
  -3	-30
> CCc1noc(C)c1C(=O)N1CCN(S(=O)(=O)c2cccs2)CC1
  3	9
> S=C(NCc1ccccc1)NNc1ccccc1
  1	-8
> O=C(Nc1ccc(F)cc1)Nc1cc(S(=O)(=O)N2CCOCC2)ccc1N1CCCC1
  -3	-23
> O=C(OCc1ccccc1)N1CCC2CC1c1c(-c3ccc(C(F)(F)F)cc3)cccc12 (configuration not stated)
  -11	-17
> COC(=O)C1=C(C)NC(C)=C(C(=O)OC)C1c1ccccc1[N+](=O)[O-]
  0	-10
> COc1ccc(/C=N/NC(=O)Cn2ccnc2C)cc1OC
  5	-8
> CCOc1cccc2cc(C(C)=O)oc12
  4	13
> CC(=O)NCCn1c(SCC#N)nc2ccccc2c1=O
  -15	10
> Oc1ccc(CCc2n[nH]c(=S)n2-c2ccc(F)cc2)cc1
  2	-1
> N#Cc1cccc(NC(=O)c2ccc(S(=O)(=O)N3CCOCC3)cc2)c1
  -3	7
> CN(C(=O)c1ccc(NC(=O)C2CCN(C(=O)OC(C)(C)C)CC2)cc1)C1CC1
  -1	-9
> CC1=C(CC(=O)O)c2cc(F)ccc2/C1=C\c1ccc(S(C)=O)cc1 (configuration not stated)
  -6	-2
> O=C(Cn1nc(-c2ccccc2)c2ccccc2c1=O)Nc1cccnc1
  -10	4
> NS(=O)(=O)c1ccc(NC(=O)Cc2c(F)cccc2Cl)cc1
  1	4
> COc1cc(CCC(=O)Nc2ccc(S(=O)(=O)NC3=NCCCCC3)cc2)cc(OC)c1OC
  -3	1
> COC(=O)c1c(-c2cccc(OC)c2)csc1N
  1	-1
> COCCCNc1nc2ccccc2[nH]c1=O
  8	3
> CC(=O)NC(c1ccc(F)c(F)c1)c1nc(-c2cccc(C(=O)O)c2)cs1 (configuration not stated)
  1	-1
> OCCCNc1nccc(-c2cc(Nc3cccc(Cl)c3)ncn2)n1
  -54	91
> O=C(Nc1cc(C(F)(F)F)ccc1F)C1Cc2c(-c3ccccc3Oc3ccccc3)ccnc2O1 (configuration not stated)
  -15	-45
> O=C(C[C@H]1C[C@H](C(=O)N2CCCCC2)[C@@]2(CCc3ccccc3)c3[nH]c4cc(-c5ccco5)ccc4c3CCN2C1=O)NCc1ccco1
  7	37
> O=C(COC(=O)c1cccc2ccccc12)NCC1CCCO1 (configuration not stated)
  -1	-10
> CCCC[C@@H]1CNC(=O)C(=O)N1CC(C)(C)C
  10	-25
> CC[C@]12c3[nH]c4cc(CCC(=O)N(C)C)ccc4c3CCN1C(=O)[C@@H](CC(=O)NCCC1=CCCCC1)C[C@@H]2C(=O)N1CCN(C(=O)C2CC2)CC1
  -4	-7
> CCOC(=O)c1cnc(COc2ccccc2Cl)[nH]c1=O
  -4	-6
> CCCN(CC(=O)Nc1ccccc1OC)C(=O)CSc1ccc(Br)cc1C
  1	-14
> CC(C)NC(=O)CSc1ccccc1C(=O)N1CCN(S(=O)(=O)/C=C/c2ccccc2)CC1
  1	-1
> O=C(COc1ccc(Cl)cc1)NN=C1CCCCCCC1
  5	-8
> O=C(NCc1cccnc1)C1CCN(S(=O)(=O)c2cccc(C(F)(F)F)c2)CC1
  1	-6
> Cc1ccc([N+](=O)[O-])cc1NCC(=O)NN
  0	0
> CCN(CC)S(=O)(=O)c1cc(NC(=O)CN2C(=O)NC3(CCCc4ccccc43)C2=O)ccc1C (configuration not stated)
  2	14
> Cc1sc(NC(=O)c2ccccc2)c(C(=O)c2ccccc2)c1C
  12	-11
> Cc1c(C(=O)NCc2ccccc2F)oc2ccccc12
  -4	0
> C(=Nc1ccccc1)c1ccc[nH]1
  -4	13
> COc1ccc2cc3cc(C(=O)Nc4ccc5c(c4)OCCO5)oc3nc2c1
  6	34
> CN(C)CCNC(=O)c1ccc2c(c1)N(Cc1ccc(F)cc1)CCS2
  118	-7
> O=C(CNC(=O)c1cccs1)OCc1ccc(Br)cc1
  0	1
> Nc1ccc2c(c1)C(=O)N(CCCC(=O)O)C2=O
  -3	12
> CCOc1cc(C)c(C(C)C)cc1S(=O)(=O)N1CCOCC1
  4	2
> CN1CCN(CCCNC(=O)C2CCN(c3nnc(-n4cccc4)s3)CC2)CC1
  2	6
> CCOC(=O)Cn1cc(/C=N/N2C(=O)C3C4C=CC(C4)C3C2=O)c2ccccc21 (configuration not stated)
  -3	1
> CCOC(=O)N1CCC(NC(=O)CC2C(=O)NCCN2Cc2ccccc2)CC1 (configuration not stated)
  7	11
> CCc1noc(C)c1C(=O)Nc1ccc(S(=O)(=O)N2CCCC(C)C2)cc1 (configuration not stated)
  -14	3
> CCOC(=O)C(C(=O)OCC)C1CCS(=O)(=O)C1 (configuration not stated)
  5	-2
> CC(C)C(C)NC(=O)CN1C(=O)NC2(CCCCCC2)C1=O (configuration not stated)
  17	-5
> CCCNC(=O)c1c(N)n(-c2ccc(S(N)(=O)=O)cc2)c2nc3ccccc3nc12
  65	8
> COc1ccccc1NC(=O)C1=C(C)NC(=O)NC1c1ccc(C)cc1 (configuration not stated)
  -5	-3
> COc1ccc(CCNC(=O)CSc2ccc(-c3cccs3)nn2)cc1
  -6	7
> Cc1cccc(NS(=O)(=O)c2ccc(C(=O)NCCCN3CCOCC3)cc2)c1C
  -3	-5
> COc1ccccc1CNC(=O)CCN=C1NS(=O)(=O)c2ccccc21
  -1	-6
> COc1c(C)cc(Br)cc1C(=O)Nc1ccc(C)cc1[N+](=O)[O-]
  -6	3
> O=C(CCn1cccc1)NCc1ccc(Cl)cc1
  -3	7
> CN(C)CCCN1C(=O)C(O)=C(C(=O)c2cc3ccccc3o2)C1c1ccccc1 (configuration not stated)
  4	-17
> COc1ccc(NS(=O)(=O)c2ccc(F)c(F)c2F)cc1S(=O)(=O)N1CCOCC1
  -1	-7

Continued:
The line under a structure holds: TAG inh DAPI viability	TAG inh
> COCCN(C(=O)COC(=O)CCOc1ccccc1)c1c(N)n(Cc2ccccc2)c(=O)[nH]c1=O
  -4	11
> NC(=O)C1CCN(C(=O)CCSCc2ccccc2)CC1
  -2	14
> COc1ccc([C@H]2CC(=O)C=C(c3ccc(Cl)c(C(F)(F)F)c3)C2)cc1
  112	7
> COc1cc(OC)cc(C(=O)OCC(=O)Nc2ccc(N3CCCCC3)cc2)c1
  6	1
> NC(=O)C1CCN(C(=O)CSCc2ccccc2Cl)CC1
  -10	3
> CCOC(=O)C1CCCN(Cc2nc(C3CC3)no2)C1 (configuration not stated)
  2	-2
> O=C(NCc1ccccc1)C1CCCN(c2nc3ccsc3c(=O)s2)C1 (configuration not stated)
  38	-6
> CC(=NNC(N)=O)C1=C(O)C(C(C)C)NC1=O (configuration not stated)
  -3	-8
> CC1CN(c2ccc([N+](=O)[O-])nc2)CC(C)O1 (configuration not stated)
  10	2
> COCCNC(=S)NNc1ccccc1[N+](=O)[O-]
  -6	4
> Fc1cccc(Cl)c1CSc1ccc(-c2ccco2)nn1
  -6	4
> COCCn1c(SCC(=O)N2CCc3ccccc32)nc2c(c1=O)SC(C)C2 (configuration not stated)
  -16	13
> CCC(=O)Nc1ccc(C(=O)Cn2ncc(Cl)c(Cl)c2=O)cc1
  -40*	61*
> Cc1ccc(CC2C(=O)N(c3ncccn3)C(=O)C2C)cc1 (configuration not stated)
  5	-6
> Cc1ccccc1C1NC(=S)NC2=C1C(=O)CCC2 (configuration not stated)
  1	5
> Cc1ccc(C(=O)COC(=O)COc2ccccc2O)cc1C
  10	-9
> CCn1c(SCC(=O)N/N=C/c2ccccc2OCC(=O)O)nnc1-c1ccc(C)cc1
  -4	6
> CCCCCCCCN1[C@@H](CC(=O)OC)c2cc(C(F)(F)F)ccc2S1(=O)=O
  1	-35
> COc1ccccc1C(=O)NCC(=O)NCCSc1ccc(Br)cc1
  -4	8
> CC/C(=N\NC(=O)c1ccncc1)C12CC3CC(CC(C3)C1)C2
  -11	3
> CC1CN(C(=O)COC(=O)CSc2ccc(C(N)=O)cc2[N+](=O)[O-])CC(C)O1 (configuration not stated)
  -5	3
> O=C(NC(=S)Nc1nc(-c2ccc([N+](=O)[O-])cc2)cs1)c1ccco1
  -9	9
> O=c1c2c(nc(NCCO)n1CC1CCCCC1)-c1ccccc1CC21CCCC1
  9	1
> O=C(NCc1ccccn1)C1CCCN(Cc2cnn(-c3ccccc3)c2-n2cccc2)C1 (configuration not stated)
  -1	-7
> NC(=O)C1CCN(c2nc(-c3ccccc3)nc3ccccc23)CC1
  -1	27
> O=c1ccc2cc(S(=O)(=O)N3CCN(c4ccccc4F)CC3)ccc2[nH]1
  -3	-5
> Cc1nc2oc3c(=O)[nH]cnc3c2c2c1COC(C)(C)C2
  -11	18
> COc1ccc(NC(=O)COc2ccc(C(=O)OCC(=O)N(C)C3CCS(=O)(=O)C3)cc2OC)cc1 (configuration not stated)
  -9	3
> CCN(CC(=O)Nc1c(F)cccc1F)C(=O)C1Cc2ccccc2CN1S(=O)(=O)CC (configuration not stated)
  -7	-25
> COc1ccccc1Oc1ccc2c(c1)C(=O)N(c1ccc(C)cc1)C2=O
  -1	4
> CC(C)Oc1ccc(C(=O)CCN2CCOCC2)cc1
  -7	-2
> Cc1ccc(NC(=O)COC(=O)Cc2c(F)cccc2Cl)cc1S(=O)(=O)N1CCOCC1
  1	2
> COc1ccc(NC(=O)COC(=O)Cn2cnc3ccccc3c2=O)cc1OC
  -7	5
> Cc1ccc(C(=O)Oc2ccc(Cl)c3cccnc23)cc1[N+](=O)[O-]
  -7	-11
> O=C(Nc1ccccc1)c1ccccc1N=Cc1cccc(O)c1
  13	2
> Cc1[nH]c2ccccc2c1C(=O)COC(=O)c1nccnc1N
  -4	-9
> COc1ccc(Cc2c(O)nc(SCC(=O)NC(C)(C)C)[nH]c2=O)cc1
  -6	10
> Fc1ccc(CSc2nc3ncc(Br)cc3[nH]2)cc1
  7	-8
> CC(=O)Nc1ccc(NC(=O)COC(=O)CCc2nc3ccccc3s2)cc1
  3	7
> COc1ccc(C2/C(=C(/O)c3ccccc3)C(=O)C(=O)N2CC(C)O)c(OC)c1 (configuration not stated)
  -14	4
> CCn1nc(C)cc1Nc1ccccc1
  -3	-2
> O=C(NCc1ccc(N2CCCC2=O)cc1)c1cc(COc2c(F)cccc2F)on1
  9	23
> Cc1[nH]c2ccccc2c(=O)c1CN(C)Cc1ccccc1
  8	2
> CC(=O)C1C(c2cccc(F)c2)c2c(n[nH]c2C)CC1(C)O (configuration not stated)
  -9	11
> Cc1ccc(-n2ncc3c(NCC4CCCO4)ncnc32)c(C)c1 (configuration not stated)
  8	4
> O=C(N/C(=C/C=C/c1ccccc1)C(=O)N1CCOCC1)c1ccccc1Br
  3	-8
> CN(C)S(=O)(=O)c1ccc(C(=O)NC(=O)CSc2nnnn2C)cc1
  13	2
> Cc1ccc(S(=O)(=O)N(C)C)cc1NC(=O)COC(=O)/C=C/c1ccc2ccccc2n1
  3	-17
> Cc1noc(C)c1CSCC(=O)Nc1ccccc1N1CCCC1
  -4	-6
> CNC(=O)c1snnc1-c1ccccc1
  7	-12
> O=C(/C=C/c1ccc(F)cc1)Nc1ccc2[nH]c(=O)[nH]c2c1
  -2	3
> O=C(O)CC1S/C(=N/N=C/c2ccc([N+](=O)[O-])cc2)N(c2ccc(O)cc2)C1=O (configuration not stated)
  -3	-7
> O=C(Cn1c(=O)oc2ccccc21)N(Cc1ccccc1)C1CCS(=O)(=O)C1 (configuration not stated)
  -10	10
> Cc1ccc(N2C(=O)C(CC(=O)Nc3cccc(F)c3)N(C3CC3)C2=O)cc1 (configuration not stated)
  -6	8

Gathered by group: the compounds so far with an aryl thioether with sulfur outside any ring.
The line under a structure holds: TAG inh DAPI viability	TAG inh
> CCOC(=O)c1ccc(NC(=O)CSc2nnc(C3CC3)n2C)cc1
  -15	18
> CC(=O)NCCn1c(SCC#N)nc2ccccc2c1=O
  -15	10
> CCCN(CC(=O)Nc1ccccc1OC)C(=O)CSc1ccc(Br)cc1C
  1	-14
> CC(C)NC(=O)CSc1ccccc1C(=O)N1CCN(S(=O)(=O)/C=C/c2ccccc2)CC1
  1	-1
> COc1ccc(CCNC(=O)CSc2ccc(-c3cccs3)nn2)cc1
  -6	7
> Fc1cccc(Cl)c1CSc1ccc(-c2ccco2)nn1
  -6	4
> COCCn1c(SCC(=O)N2CCc3ccccc32)nc2c(c1=O)SC(C)C2 (configuration not stated)
  -16	13
> CCn1c(SCC(=O)N/N=C/c2ccccc2OCC(=O)O)nnc1-c1ccc(C)cc1
  -4	6
> COc1ccccc1C(=O)NCC(=O)NCCSc1ccc(Br)cc1
  -4	8
> CC1CN(C(=O)COC(=O)CSc2ccc(C(N)=O)cc2[N+](=O)[O-])CC(C)O1 (configuration not stated)
  -5	3
> COc1ccc(Cc2c(O)nc(SCC(=O)NC(C)(C)C)[nH]c2=O)cc1
  -6	10
> Fc1ccc(CSc2nc3ncc(Br)cc3[nH]2)cc1
  7	-8
> CN(C)S(=O)(=O)c1ccc(C(=O)NC(=O)CSc2nnnn2C)cc1
  13	2

Only part of the results is shown; rates above refer to the full screens.
